MT stabilizer: microtubule stabilization, imaging screen | HeLa tubulin immunostaining HCS, 24 h; share of cells brighter than vehicle mean+2SD | % tubulin-high responders, % at 10 µM | 200,000 tested, 0.83% active | AID 2205;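 active = plate Z-score above 3 for both tubulin-high and condensed-nucleus cell shares, with cell loss under 80%, at 10 µM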;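 note: anti alpha tubulin signal scored within the nucleus-defined area of each cell; some results filed as inactive read as strong as hits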
ER stress rescue: protection against thapsigargin-triggered cell killing – 384-well, CSM14.1, ATP luminescence, primary screen (AID 1222). CSM14.1 thapsigargin-induced death rescue, ATP luminescence; higher % means a stronger effect. cellular ATP content (survival), % at 20 µM, or EC50 in µM where a hit was titrated. 190,000 tested, under 10 active;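 active = EC50 below 50 µM in the dose-response confirmation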;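 note: death triggered by thapsigargin at about 15 µM added after 2 h compound pretreatment; cell ATP read after overnight thapsigargin exposure of roughly 18 to 22 hours; normalized against plate controls of thapsigargin alone and 5% DMSO vehicle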
P. falciparum M1AAP: P. falciparum M1AAP inhibitors, biochemical, fluorogenic H-Leu-NHMec substrate, 1536-well (AID 1445); recombinant M1AAP, H-Leu-NHMec fluorogenic kinetic assay; higher % means a stronger effect; inhibition, % at 30 µM, or IC50 in µM where a hit was titrated; 220,000 tested, 0.42% active;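 active = primary inhibition above the hit cutoff, then over 50% inhibition at one or more dose response concentrations, cut at about 23% in these data, passing the limit was not always enough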;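 note: plate controls were DMSO full reaction for no effect and no enzyme background for full effect; strong numbers were not always called active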
b-catenin transl: alters nuclear translocation of beta-catenin in HeLa cells. 190,000 tested, 0.3% active. nuclear translocation activity, % at 5 µM. immunofluorescence imaging;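 active = nuclear translocation activity above 50% at 5 µM, with a well cell count of 50 or more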;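 note: per-cell ratio of nuclear to cytoplasmic median beta-catenin stain intensity; plate controls were DMSO negative control for no effect and GSK-3 inhibitor IX positive control for full effect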
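Read-out: Nuclear/cytoplasmic beta-catenin signal ratio, % activation | Assay system: Human HeLa cell line | Times: 24 h compound exposure at 37°C, 5% CO2 | Signal: Fluorescence imaging of beta-catenin antibody stain plus DAPI | Dosing: 5 µM primary, 0.02–20 µM confirmation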
Dynein transport: dynein cargo transport inhibition. AID 1381. 3617.4 mouse cells, GR-EGFP nuclear translocation imaging; test concentration mostly 20 µM; stimulated with dexamethasone, 1 µM; active compounds read low. z-score, hits read low. 220,000 tested, 0.47% active;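 active = plate z-score of nuclear minus cytoplasmic receptor signal below a set negative limit, without overly bright fluorescence or cell loss, cut at about -3.5 in these data, passing the limit was not always enough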;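 note: z-score of nuclear minus cytoplasmic ring GR-EGFP intensity difference per well; some compounds called inactive have numbers as strong as hits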
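Schedule: 48 h induction, then 1 h compound, then 30 min agonist, 37 °C. Buffer or medium: tetracycline-free induction medium containing charcoal-stripped FBS. Reagent: 1.0 µM final dexamethasone stimulus. Evaluation: nuclear versus cytoplasmic GR-EGFP signal, averaged per well. Signal: high-content fluorescence imaging after fixation.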
P. falciparum M17LAP: P. falciparum M17LAP inhibitors, primary screen, biochemical, fluorogenic H-Leu-NHMec substrate, 1536-well (AID 1619) | recombinant M17LAP, H-Leu-NHMec fluorogenic kinetic assay; higher % means a stronger effect | inhibition, % at 30 µM; hits with a dose series show IC50 in µM | 220,000 tested, 0.38% active;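 active = compound inhibiting the enzyme by more than half at any dose during confirmatory dose-response retesting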;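 note: plate controls were full reaction with DMSO carrier for no effect and no enzyme background for full effect; strong numbers were not always called active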
UTI89 phage lysis: protection from phage-mediated lysis, alamar blue read-out – E. coli UTI89, K1F phage, bacterial capsule biogenesis inhibitors (AID 488966); 340,000 tested, 0.02% active; E. coli UTI89 K1F phage lysis, alamar blue, 2 h; higher % means a stronger effect; inhibition, % at 100 µM, or IC50 in µM where a hit was titrated;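 active = phage lysis inhibition, versus mean bacterial control, above a set limit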;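 note: capsule biogenesis inhibitors block K1F phage lysis so surviving cells raise fluorescence; higher fluorescence means more inhibition of phage lysis; actives were called in the ten point dose series up to 300 µM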
Autophagy mod: modulators of autophagy. MEF GFP-LC3 puncta imaging; test concentration mostly 10 µM. calls only at 10 µM (by protocol). 190,000 tested, 0.98% active;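 active = percentage of spot-positive cells more than 3 SD above its plate mean, without a fluorescence outlier flag or 80% toxicity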;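 note: spot-positive cell cutoff set from DMSO-treated cells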
Ins promoter up: MIN6 insulin promoter up-regulation. MIN6 insulin promoter-GFP reporter, high-content imaging; active compounds read high. z-score at 5 µM. 190,000 tested, 0.3% active. AID 1625;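 active = z-score above 3 at 5 µM with at least 500 cells counted in the well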
Dynein transport cytoplasmic EGFP: also measured in Dynein transport; calls as there; z-score; measured here: cytoplasmic GR-EGFP intensity; active compounds read high
Dynein transport nuclear GR-EGFP: also measured in Dynein transport; calls as there; z-score; measured here: nuclear GR-EGFP intensity;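 lower value marks the stronger effect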
Dynein transport cell count: second read-out of Dynein transport, no call of its own (marks repeat the call); z-score; measured here: cell count per field
Ins promoter up cell count: recorded beside Ins promoter up, whose call it bears; cell count; measured here: cytotoxicity, nuclei count;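 total cells summed across four imaged fields per well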
b-catenin transl cell count 5 µM: further read-out of b-catenin transl, marked with its call; cell count; measured here: cell count, cytotoxicity flag
MT stabilizer Hoechst-high %: recorded beside MT stabilizer, whose call it bears; % Hoechst-high responders; measured here: nuclear condensation Hoechst responders;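 share of cells brighter than vehicle mean plus two SD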
MT stabilizer cytotoxicity %: second read-out of MT stabilizer, no call of its own (marks repeat the call); toxicity, %; measured here: cytotoxicity by cell density;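 0% = mean cell density of plate MIN control wells and 100% = no cells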
Autophagy mod cell loss 18 h: also measured in Autophagy mod; calls as there; toxicity, %; measured here: cell loss, nuclei count;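 cell loss after 18 h compound exposure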
* = called active by the depositor; i = inactive; / = no result given; [ ] = dose if it differs, or a comment.

Under each structure: Autophagy mod, MT stabilizer Hoechst-high %, Dynein transport, UTI89 phage lysis, Autophagy mod cell loss 18 h, Dynein transport cell count, P. falciparum M17LAP, Ins promoter up cell count, Dynein transport nuclear GR-EGFP, b-catenin transl cell count 5 µM, ER stress rescue, P. falciparum M1AAP, Dynein transport cytoplasmic EGFP, b-catenin transl, MT stabilizer, Ins promoter up, MT stabilizer cytotoxicity %
(1) Cc1cccc(NC(=O)CC2SC(=NC3CCCCC3)NC2=O)c1 (stereo unspecified)
  i, 1.6, -0.22, 0.0%, -4, -0.19, 16%, 1235, 0.33, 1086, -1.0%, 0%, -0.14, -1.9, 4.3, -0.92, 8.6
(2) O=C(O)CC/C(=C\c1ccccc1[N+](=O)[O-])c1nc2ccccc2s1
  i, 2.6, -0.77, -0.2%, -5, 0.12, 3%, 1261, -0.73, 1063, -0.3%, 1%, -0.35, -3.1, 5.6, 0.16, 9.1
(3) COc1ccc(C2Nc3ccccc3C(=O)N2NS(=O)(=O)c2ccccc2)cc1 (stereo unspecified)
  i, 1.8, -0.14, -0.9%, 10, 0.73, -2%, 1217, 0.12, 1153, 15%, -1%, -0.23, -1.6, 2.4, 0.46, 4.1
(4) Cc1[nH]n(-c2ccc([N+](=O)[O-])cc2)c(=O)c1C=NCCN1CCN(C(=O)c2ccccc2F)CC1
  i, 1.3, 1.3, 0.2%, -7, -0.52, 7%, 1446*, 0.086, 1467, -1.1%, 16%, -0.16, -1.9, 3.1, 4.5*, 4.4
(5) CC(C)N(CCCNC(=O)c1ccc(N2CCCC2=O)cc1)Cc1ccccc1
  i, 1.8, 1.2, -0.2%[50 µM], 16, -1.8, -4%, 1212, 1.6, 1040, -0.3%, -1%, -0.25, -1.1, 2.4, 0.1, 2.7
(6) CCOCCCn1c(C)nc2c[n+](CC(=O)c3ccc4ccccc4c3)cc(Br)c21
  /, /, -0.69, /, /, 0.61, -47%, 1010, 0.24, 1317, /, 6%, -0.28, -0.9, /, -0.43, /
(7) CCN(CC)S(=O)(=O)c1cc(Br)c(C)cc1OC
  i, 0.6, -0.12, -0.3%, -4, -0.79, -11%, 1195, 0.22, 1092, -1.9%, 0%, -0.27, -2.2, 1.0, -1.3, 29
(8) COc1ccc(N2Cc3ccccc3C2=NC(=O)c2ccc(C)cc2)cc1OC
  i, 1.4, 0.22, 0.0%, 5, -0.91, 7%, 585, -0.054, 1026, 1.9%, 0%, -0.25, 0.7, 5.5, 0.27, 9.7
(9) O=C(O)CSc1cc(C(F)(F)F)nc(-c2ccccn2)n1
  i, 1.2, -1, 0.3%, 4, 0.95, -10%, 1634, -0.49, 1285, 0.2%, -2%, -0.21, 1.3, 1.2, 0.02, 3.9
(10) C#CC[N+]1(CC#Cc2ccccc2)CCOCC1
  i, 3.5, -0.43, -2.7%, -38, 1.3, -5%, 901, -0.44, 1154, -0.1%, 3%, -0.23, -3.3, 2.1, 0.34, 3.2
(11) CC(C)(C)NC(=S)NC(C)(C)C
  /, /, 0.75, 0.3%, /, -0.27, 0%, 1007, 1.1, 1331, /, 5%, -0.23, -0.5, /, -0.01, /
(12) COC(=O)C1=C(C)N(c2ccc(Cl)cc2)/C(=C/c2cccs2)C1=O
  i, 1.8, 0.21, 1.9%, 29, -0.0011, -4%, 1161, 0.4, 515, -1.7%, -2%, -0.23, 2.4, 1.2, -0.09, 1.3
(13) CC(C)OC(=O)c1nn2c(C(F)(F)F)cc(-c3ccc(Br)o3)nc2c1Br
  i, 2.8, -0.53, 9.1%, 3, 0.5, 8%, 1173, 0.23, 1143, -0.3%, -2%, 5.8, -0.1, 5.0, 2, 3.4
(14) COC(=O)c1ccc(CNC(=O)COC(=O)CC23CC4CC(CC(Br)(C4)C2)C3)cc1
  i, 3.3, 0.67, 2.1%, -3, -1.2, 1%, /, 0.56, 910, -4.2%, -7%, -0.17, 0.9, 4.7, /, 6.5
(15) Cn1c(=O)[nH]c(=O)c2c1nc(Sc1ccccc1)n2CCc1ccccc1
  i, 2.0, 0.36, 0.0%, -25, -0.45, 0%, 1033, 0.27, /, 0.2%, 11%, -0.19, /, 4.4, 0.46, 4.9
(16) COc1ccc(-c2noc(C(=O)NCc3ccc(F)cc3)n2)cc1OC
  i, 2.0, 2.1, -1.4%, -11, -0.91, 4%, 1656, 1.5, 1072, 0.0%, -15%, -0.23, -2.2, 2.2, -1.4, 11
(17) COc1ccc(N2CCN(C(=O)CSc3nnc(CNc4ccccc4)o3)CC2)cc1
  i, 1.8, -0.56, 3.6%, -6, 2.4, -1%, /, -0.33, 1207, 2.7%, 6%, -0.22, -1.0, 2.9, /, 1.8
(18) COC(=O)c1sccc1NC(=O)Cc1ccc(OC)cc1
  i, 2.7, -0.3, 5.7%, -15, 0.49, -1%, 1591, -0.47, 1120, 5.2%, 8%, -0.28, 0.1, 1.7, -0.34, 7.5
(19) O=C(CCCN1C(=O)c2ccccc2C1=O)Nc1ccc(Br)cn1
  i, 1.8, 0.71, 3.0%, -4, 0.35, 0%, 1069, 0.8, 973, 0.8%, 1%, -0.23, -1.0, 3.5, 0.85, 3.9
(20) COc1ccc(-c2ccnc3cc(C(=O)O)nn23)cc1
  i, 2.4, -0.43, -0.8%, -9, 1.6, -76%, 1123, -0.7, 1101, -1.4%, 7%, -0.38, -3.0, 2.9, 1.1, 5.5
(21) Nc1nc2ccc(S(=O)(=O)N3CCCCC3)cc2s1
  i, 3.5, -4.1*, 0.5%, 3, -0.81*, -3%, 1629, -2.3*, 986, -2.5%, 5%, 1.1*, 1.9, 1.4, -0.09, 9.4
(22) Cc1nc2ccc(NC(=S)N3CCN(c4ccccn4)CC3)cc2nc1C
  i, 3.9, 1.4, 8.3%, 9, -0.92, -3%, 1482, 0.5, 1143, -0.9%, 10%, -0.14, 0.0, 2.1, -0.87, 12
(23) O=C(NCc1ccc2c(c1)OCO2)C1CCCN(S(=O)(=O)c2cccc3cccnc23)C1 (stereo unspecified)
  /, 2.5, -0.27, -3.6%, /, -0.2, 3%, /, 0.12, 942, /, 19%, -0.19, 3.1, 5.6, /, 5.4
(24) COc1cc(C(=O)N2CCN(c3ccc([N+](=O)[O-])cc3)CC2)ccc1OCc1c(C)noc1C
  i, 1.7, -0.025, 0.1%, 0, -0.22, 10%, /, 0.014, 931, 2.9%, 9%, 0.16, 3.6, 1.4, /, 11
(25) Cc1cccc2nc(COc3ccc(Cl)c4cccnc34)cn12
  i, 3.7, 0.4, 0.7%, -6, -0.19, 15%, 1186, -0.21, 1115, 0.1%, -2%, -0.38, -0.3, 2.5, -1, 5.0
(26) CCC(C)[C@H](NC(=O)Nc1ccc(S(N)(=O)=O)cc1)C(=O)O (stereo partly specified)
  i, 2.1, -0.51, 0.1%, 27, 0.18, 5%, 1312, 0.32, 566, -2.4%, 6%, -0.28, -3.2, 8.3, 0.15, 11
(27) Cc1cccn2c(=O)c(C=O)c(Cl)nc12
  /, /, -5.9*, -2.0%, /, 0.03*, -1%, 935, -2.6*, 1229, /, 15%, 0.94*, 1.3, /, 0.36, /
(28) CC(C)c1nc2ccccc2n1CC(O)COC1CCCCC1 (stereo unspecified)
  i, 1.4, -0.58, 0.1%, 18, -0.36, 8%, 1331, -0.61, 1069, -0.8%, 5%, -0.18, 0.5, 2.4, -0.4, 9.6
(29) CC(O)[C@H]1CNC(=O)C(=O)N1CCCCC1CCCCC1 (stereo partly specified)
  /, /, -0.87, 2.4%, /, 0.39, -11%, 1025, -0.35, 1326, /, 4%, -0.66, 0.3, /, 0.06, /
(30) O=C(Nc1ccc2c(c1)OCO2)NC1(C(F)(F)F)Oc2ccccc2O1
  i, 2.5, -0.37, 0.3%, 14, 0.5, 7%, 876, -0.2, /, -0.8%, 6%, -0.21, /, 4.6, 0.01, 5.5
(31) Cc1nc2cnccc2n1C
  i, 1.4, 2.3, -0.1%, 18, -0.61, -5%, 1335, 1.2, 1138, 0.1%, 4%, -0.26, -1.2, 3.3, -0.16, 9.1
(32) CCOC1=NN(c2ccccc2)C(=O)/C1=C\N(C)C
  i, 1.1, -1.1, 0.3%, 5, 0.73, 5%, 1130, -0.5, 1123, -1.8%, 2%, -0.16, -2.8, 2.6, -0.62, 4.7
(33) CC(=O)c1c(C)[nH]c(C(=O)NCCc2cccc(C)c2)c1C
  i, 3.0, -0.097, -0.1%, 7, 0.28, -8%, 1442, -0.15, 1398, 1.0%, 2%, -0.39, -0.8, 6.6, -0.11, 10
(34) O=C(NC1CCCCCC1)C(=O)NC1CCCC1
  i, 3.6, -0.66, 6.0%, -5, 0.57, 4%, 1488, -0.73, 989, 11%, -1%, -0.3, -1.9, 3.0, 0.2, 11
(35) CCCCCC(=O)N1CC2(C)CN(C(=O)CCCCC)CC(C)(C1)C2=O
  i, 1.1, 2.2, 1.1%, 3, -1.4, 5%, 1058, 1.6, 1237, -4.2%, -2%, 0.34, -3.4, 1.4, -0.6, 6.8
(36) CC(=O)Nc1cccc(NC(=O)c2cc(-c3cccnc3)nc3ccc(Cl)cc23)c1
  i, 1.8, -0.28, 0.3%, -5, 0.82, 0%, 1452, -0.67, 1532, -2.2%, 0%, -0.34, -0.3, 3.9, -0.2, 2.9

As entered above.
O=C(NC1CCCCCC1)C(=O)NC1CCCC1 – Dynein transport cell count: 0.57
Cc1nc2ccc(NC(=S)N3CCN(c4ccccn4)CC3)cc2nc1C – MT stabilizer cytotoxicity %: 12
